High-throughput results deposited in PubChem by several laboratories.
3CLpro inhibitor – SARS-CoV 3CLpro protease inhibitors, primary screen, biochemical, quenched FRET | Replicase polyprotein 1ab (Severe acute respiratory syndrome coronavirus), P0C6X7 | recombinant SARS-CoV 3CLpro, quenched FRET peptide cleavage | inhibition, % at 6 µM | 0.14% of 290,000 active | AID 1706, 2009; in the data active = inhibition above about 12%
PriA SSB inh – inhibitors of Klebsiella pneumoniae PriA binding to SSB C-terminal tail, primary screen, biochemical, AlphaScreen; AlphaScreen SSBct-PriA binding, biotinylated peptide; inhibition, % at 33 µM; 0.6% of 430,000 active; PriA–SSB C-terminal tail interaction (Klebsiella pneumoniae); AID 1272365, 2023; in the data active = inhibition mostly above about 37%, no sharp cut-off; inactive = mostly below about 20%;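 also: plate controls were negative control peptide for no effect and reference peptide for full effect; strong numbers were not always called active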
Anthrax LF prot – Bacillus anthracis LF protease inhibitors, primary screen, biochemical, multiplex microsphere, MLPCN library | Lethal factor (Bacillus anthracis), P15917 | multiplex microsphere protease cleavage assay | inhibition, % at 10 µM | 0.12% of 360,000 active | AID 588501, 2011; also: plate controls were buffer without enzyme for full effect and enzyme alone for no effect
Target sequence (P15917 whole entry, looked up): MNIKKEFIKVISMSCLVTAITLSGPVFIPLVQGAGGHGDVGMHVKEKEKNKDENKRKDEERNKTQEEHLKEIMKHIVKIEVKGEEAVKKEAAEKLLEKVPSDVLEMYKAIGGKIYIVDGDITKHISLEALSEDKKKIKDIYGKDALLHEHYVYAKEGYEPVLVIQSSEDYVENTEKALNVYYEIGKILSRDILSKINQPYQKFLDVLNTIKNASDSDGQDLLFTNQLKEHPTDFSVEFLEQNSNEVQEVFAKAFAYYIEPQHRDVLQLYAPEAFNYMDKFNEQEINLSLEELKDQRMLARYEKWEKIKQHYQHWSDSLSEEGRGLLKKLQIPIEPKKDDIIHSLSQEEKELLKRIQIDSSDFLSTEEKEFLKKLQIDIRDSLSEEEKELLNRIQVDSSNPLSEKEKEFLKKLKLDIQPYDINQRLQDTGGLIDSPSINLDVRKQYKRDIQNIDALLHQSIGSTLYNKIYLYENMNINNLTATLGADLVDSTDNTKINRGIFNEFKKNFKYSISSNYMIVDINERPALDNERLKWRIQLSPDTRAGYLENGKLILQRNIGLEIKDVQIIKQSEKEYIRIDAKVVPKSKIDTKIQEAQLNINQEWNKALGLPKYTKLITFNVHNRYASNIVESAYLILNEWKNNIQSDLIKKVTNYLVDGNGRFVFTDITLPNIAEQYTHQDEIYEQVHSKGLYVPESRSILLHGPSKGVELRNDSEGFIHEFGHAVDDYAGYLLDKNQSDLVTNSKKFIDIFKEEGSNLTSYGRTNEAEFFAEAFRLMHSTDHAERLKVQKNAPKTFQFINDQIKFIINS
PrPC surface inh – inhibitors of human cell surface prion protein PrPC, primary screen, cell-based, TR-FRET | TR-FRET read-out | Major prion protein (Homo sapiens), P04156 | AID 720596, 2013 | inhibition, % at 13.8 µM | 0.43% of 370,000 active; in the data active = inhibition above about 24%; also: 0% = median of the test wells and 100% = reference compound wells
BH1578 lux ind – inducers of Vibrio cholerae quorum light production without autoinducers, primary screen, BH1578 luxS cqsA deficient, single point | V. cholerae BH1578 lux reporter, luminescence, 6 h | activation, % at 18.7 µM | 0.16% of 350,000 active; in the data active = activation mostly above about 9.7%, no sharp cut-off; inconclusive = no clear call, values can overlap the other calls; inactive = mostly below about 3.7%; also: not every result past the cut was called active; inactives centre near 0; reference of the scale not given here
Y pestis TopoI – Yersinia pestis topoisomerase I inhibitors, primary screen, biochemical, cleavage product accumulation, plate reader, single point. DNA topoisomerase I (Yersinia pestis CO92). activity, % at 10 µM. 0.064% of 360,000 active. Y. pestis Topo-I cleavage product accumulation; in the data active = activity above about 50%, passing the limit was not always enough; inconclusive = no clear call, values can overlap the other calls; also: inactives centre near 2
PfHsp40 rescue – rescue of yeast from PfHsp40 toxicity, primary screen, S. cerevisiae, ATP luminescence; AID 504582, 2011; 0.68% of 340,000 active; S. cerevisiae expressing PfHsp40, growth rescue; growth rescue, % at 12.5 µM; in the data active = growth rescue above about 28%, passing the limit was not always enough; inconclusive = no clear call, values can overlap the other calls;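 also: yeast W303a lacking pdr1 and pdr3 grown in galactose medium; growth measured after three days at 30 °C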
BoNT A protease – BoNT/A light chain protease inhibitors, primary screen, biochemical, flow cytometry, MLPCN library; 0.17% of 360,000 active; multiplex microsphere protease substrate cleavage; inhibition, % at 10 µM; Botulinum neurotoxin type A light chain protease (Clostridium botulinum A str. ATCC 3502); also: plate controls were buffer without enzyme for full effect and enzyme alone for no effect
TcdB inh – TcdB glycohydrolase inhibitors, primary screen, biochemical, single point, plate reader; Toxin B (Clostridioides difficile), P18177; TcdB glycohydrolase enzymatic assay; inhibition, % at 9.99 µM; 0.24% of 350,000 active; AID 652162, 2013; in the data active = inhibition above about 10%
Starred values were filed as active, the others as inactive; i = inactive; ? = inconclusive; · = not tested or not shown. Rule as the data show it, unless noted: active = inhibition above about 30%; inconclusive = no clear call, values can overlap the other calls; inactive = below that.

SMILES | 3CLpro inhibitor | PriA SSB inh | Anthrax LF prot | PrPC surface inh | BH1578 lux ind | Y pestis TopoI | PfHsp40 rescue | BoNT A protease | TcdB inh
CC(C)CCN1C(=O)c2ccc(C(=O)Nc3ccccc3C(=O)O)cc2C1=O | 6.3 | -6.2 | -10.0 | 0.8 | i | -6.9 | 1.9 | 0.3 | -1.5
COc1ccc2[nH]c(=O)c(CN(CCc3ccccc3)C(C)=O)cc2c1 | 4.5 | -16.9 | 0.5 | 3.8 | -0.1 | -7.3 | 0.7 | 2.0 | ·
Cc1oc(-c2ccccc2F)nc1CS(=O)(=O)CC(=O)NCCCc1ccccc1 | 0.7 | 4.2 | -1.0 | 7.4 | -0.4 | 35.2 | -0.8 | 0.2 | 0.0
O=C(NCCc1ccccc1)c1cc(=O)c2ccccc2o1 | -3.0 | -10.8 | 0.6 | 7.0 | -0.2 | -3.4 | 0.7 | 0.4 | 1.5
CC(C)NCC(O)COc1cccc2[nH]ccc12 (stereo not drawn) | -3.5 | · | -5.9 | · | -0.8 | -2.0 | 10.9 | -1.1 | ·
CCOc1ccccc1-n1c(=S)sc2c(=O)n(-c3ccc(F)cc3)c(SCC(=O)O)nc21 | 0.2 | 2.4 | -7.0 | -5.9 | 0.6 | 3.9 | -0.7 | -0.3 | 19.8*
CCc1cccc(CC)c1NC(=S)NCC(c1cccnc1)N(C)C (stereo not drawn) | 2.8 | -1.0 | 0.5 | -1.6 | i | 5.3 | -0.3 | -0.5 | 0.8
COc1ccc(Cc2nnc(NCCO)[nH]c2=O)cc1OC | 1.2 | -2.9 | 2.6 | 1.0 | 0.8 | 4.6 | -0.9 | 0.6 | 2.0
Cc1nc2nc(C)c(CCC(=O)N3CCOCC3)c(C)n2n1 | 3.4 | -5.2 | -1.7 | 7.5 | -0.6 | 8.2 | -0.6 | -0.4 | ·
Cc1ccc(C(=O)CCC(=O)N(C)CC(=O)Nc2ccccc2Br)cc1 | -4.6 | -9.8 | -1.6 | -1.1 | i | 12.7 | -0.6 | 0.8 | 3.5
CSc1ccc(CCNC(=O)CCc2nnc3ccc(NCCCN4CCCC4=O)nn23)cc1 | -0.9 | -10.8 | -1.4 | 5.0 | -2.6 | 3.5 | -1.9 | 0.3 | 0.2
COc1ccc(C2NC(=O)c3ccccc3O2)c(OC)c1OC (stereo not drawn) | -0.1 | -6.1 | -8.0 | 5.8 | -0.3 | -10.5 | 0.0 | -1.0 | ·
Cc1cc2oc(C(=O)N(Cc3ccc(N(C)C)cc3)CC3CCCO3)c(C)c2cc1C (stereo not drawn) | 5.5 | 49.6* | -3.8 | -5.1 | -0.5 | 38.1 | 4.8 | 1.3 | -0.4
CC(C)CN(C(=O)CSc1nc2ccccc2[nH]1)C1CCS(=O)(=O)C1 (stereo not drawn) | · | 0.0 | 1.6 | -0.3 | i | 3.1 | 1.1 | -0.1 | 1.6
CC1CN=C(Nc2cccc(S(=O)(=O)N(C)C)c2)S1 (stereo not drawn) | -1.6 | -9.3 | -0.3 | -3.1 | 0.6 | 4.4 | 0.3 | -0.2 | 13.5*
O=C(NCCCN=C1NS(=O)(=O)c2ccccc21)c1ccco1 | -0.7 | -4.7 | -6.7 | -1.8 | -0.4 | -10.5 | 0.4 | -1.9 | 1.3
CN1CCN(c2ccc(S(=O)(=O)N3CCCCC3)cc2NC(=O)COc2ccc([N+](=O)[O-])cc2)CC1 | · | 6.0 | 3.2 | -13.5 | i | -1.6 | 0.6 | 2.4 | 4.1
COc1ccc(NC(=O)Cc2nnc(SCC(=O)NC3CCCC3)n2C)cc1 | -0.1 | 0.9 | 1.2 | -3.9 | i | -0.6 | 0.3 | -2.9 | 1.2
COc1ccccc1C(=O)N1CCNC(=O)C1CC(=O)Nc1ccc(Cl)cc1 (stereo not drawn) | 0.8 | -9.0 | 4.8 | 0.3 | i | -2.0 | -0.5 | -0.1 | ·
O=S(=O)(O)c1nc2ccccc2n1Cc1ccccc1 | -0.4 | -6.8 | -2.2 | -0.1 | -0.2 | 4.8 | 0.6 | -0.7 | ·
Cc1ccc(CN(C)C(=O)C2CCC(=O)N(CC3CCCCC3)C2)o1 (stereo not drawn) | -2.0 | 0.7 | -4.3 | 1.9 | i | 17.0 | 0.2 | 1.6 | -0.3
COc1cc(C2C(C#N)=C(N)N(c3cccnc3)C3=C2C(=O)CC(C)(C)C3)ccc1O (stereo not drawn) | -0.9 | 9.8 | 0.0 | -0.8 | i | 6.7 | 0.7 | 0.1 | ·
CN(C)c1nnnn1-c1ccc(Oc2ncc(C(F)(F)F)cc2Cl)cc1 | -3.0 | -16.1 | 3.6 | -0.3 | -0.7 | 28.7 | 0.9 | 0.2 | 3.0
CC1(C)CC2(CCCN(CC(O)(c3ccccc3)c3ccccc3)C2)CCO1 (stereo not drawn) | 1.1 | -13.2 | -4.2 | -6.9 | -0.4 | 30.6 | -0.4 | 0.2 | 0.2
CC1(C)Cc2ccccc2-c2nc(-c3ccccc3)oc(=O)c21 | 2.7 | -8.8 | -1.5 | 7.1 | 4.2 | 3.3 | 0.7 | -0.4 | ·
Cc1cc(C(=O)OCC(=O)NCc2ccco2)c(C)o1 | 0.7 | 4.9 | -6.4 | 3.4 | -0.3 | 8.4 | -0.1 | 0.4 | 1.8
O=C(NCc1ccccc1Cl)[C@@H]1CCCN1S(=O)(=O)c1ccc(Cl)cc1 | · | -0.8 | -6.6 | -9.1 | -0.8 | 13.1 | -0.4 | 0.1 | 0.2
Cc1cccc(NC2=CC(=O)CC(C)(C)C2)c1C | -1.4 | -3.2 | -7.4 | 8.3 | -0.3 | 11.2 | -2.0 | 0.8 | -3.7
COc1cc(CO)cc(-c2cc(CO)cc(OC)c2OC)c1OC | 0.1 | -3.8 | -1.6 | 2.8 | · | 3.0 | 1.5 | -0.3 | ·
Cc1ccn(CC(=O)N2N=C(C(F)F)CC2(O)C(F)F)n1 (stereo not drawn) | -4.8 | 3.9 | 0.6 | -6.3 | -2.6 | -2.0 | -0.1 | 1.0 | -0.9
Cc1ccc(OCC(=O)N2CCCCC2C)c([N+](=O)[O-])n1 (stereo not drawn) | · | -15.5 | -0.1 | -10.8 | i | 4.2 | -1.2 | 0.4 | 0.2
NNc1cc2c(nn1)CCN(C(=O)c1ccccc1)C2 | · | · | -9.2 | -5.5 | i | 10.1 | · | 1.2 | -2.6
CC(C)n1ncc2c(C(=O)Nc3ccc(S(N)(=O)=O)cc3)cc(C3CC3)nc21 | · | -11.6 | -0.7 | -5.0 | -0.2 | -5.6 | 0.3 | -1.5 | 2.0
COc1cc2c(cc1OC)C(c1ccccc1)N(C(=O)c1ccccc1F)CC2 (stereo not drawn) | 9.3 | 0.6 | 14.3 | -0.5 | i | 27.4 | 1.6 | -0.6 | -0.5
CCOC(=O)c1c(OCC)[nH]c2c1cc(O)c1ccccc12 | -0.6 | 27.2 | -9.6 | -7.7 | i | -18.3 | 0.3 | -0.2 | ·
COC(=O)C1=NN(C(C)(C)CC(C)=O)C2C(=O)N(C3CCCCC3)C(=O)C12 (stereo not drawn) | 5.6 | -11.0 | -0.6 | 1.4 | i | -7.2 | -0.1 | 0.4 | -0.2
O=C(CCN1CCCCC1)N/N=C/c1ccc(Br)cc1 | 2.1 | · | 0.0 | 4.5 | -0.2 | -7.0 | 1.3 | -0.1 | 0.8
O=c1[nH]c(=O)n([C@H]2C[C@H](O)[C@@H](CO)O2)cc1F | 0.2 | -7.0 | -5.7 | 11.9 | i | -0.2 | -1.1 | -0.4 | -7.8
Cc1ccsc1/C=N/NC(=O)Cc1cc(=O)[nH][nH]1 | 5.1 | · | -6.0 | -2.4 | -0.4 | 13.5 | 0.2 | 0.3 | -1.5
COc1ccc(NC(=O)C2CCC2)cc1S(=O)(=O)Nc1cc(C)ccc1Br | · | -4.2 | -6.6 | -1.9 | i | 20.2 | 1.1 | -0.1 | 0.4

Compounds shown so far that contain a nitro group on carbon, in the order listed:
SMILES | 3CLpro inhibitor | PriA SSB inh | Anthrax LF prot | PrPC surface inh | BH1578 lux ind | Y pestis TopoI | PfHsp40 rescue | BoNT A protease | TcdB inh
CN1CCN(c2ccc(S(=O)(=O)N3CCCCC3)cc2NC(=O)COc2ccc([N+](=O)[O-])cc2)CC1 | · | 6.0 | 3.2 | -13.5 | i | -1.6 | 0.6 | 2.4 | 4.1
Cc1ccc(OCC(=O)N2CCCCC2C)c([N+](=O)[O-])n1 (stereo not drawn) | · | -15.5 | -0.1 | -10.8 | i | 4.2 | -1.2 | 0.4 | 0.2

Other entries.
SMILES | 3CLpro inhibitor | PriA SSB inh | Anthrax LF prot | PrPC surface inh | BH1578 lux ind | Y pestis TopoI | PfHsp40 rescue | BoNT A protease | TcdB inh
CC(C)(C)c1ccc(C(=O)N2CCC(C(=O)NCc3ccco3)CC2)cc1 | 1.4 | -0.9 | 1.0 | 5.2 | i | 16.3 | 0.9 | -1.0 | ·
Cc1c(C(=O)OCC(=O)N2CC(C)OC(C)C2)oc2ccc(Br)cc12 (stereo not drawn) | 3.4 | 4.9 | 4.4 | 4.4 | -0.3 | 15.2 | -0.1 | -0.9 | ·
O=[N+]([O-])c1ccccc1N(S(=O)(=O)c1ccccc1)S(=O)(=O)c1ccccc1 | · | -0.8 | -5.5 | -7.3 | 5.9 | 3.6 | -1.1 | -0.1 | 0.3
CC(=O)OC1N=C(c2ccccc2)c2ccccc2NC1=O (stereo not drawn) | -4.8 | -4.7 | 0.6 | 8.2 | -0.4 | 5.5 | -0.8 | -1.0 | ·
CCc1cc(CNC(=O)C2CCC(=O)N(CCc3ccc(OC)cc3)C2)on1 (stereo not drawn) | 3.5 | -11.1 | -3.4 | 0.4 | i | -1.8 | 0.0 | 0.4 | 0.4
COc1ccccc1C(=O)Nc1ccc(S(=O)(=O)Nc2cnc3ccccc3n2)cc1 | 2.8 | 9.0 | -6.8 | 0.0 | i | 9.0 | -0.5 | 1.6 | -0.1
O=C(NCc1cccnc1)c1ccc(Cl)cc1[N+](=O)[O-] | -7.9 | -14.8 | -4.0 | -24.4 | i | 3.4 | -2.1 | 0.3 | ·
CNc1ncc(C(=O)c2ccc(F)cc2)s1 | 1.8 | -4.2 | -11.1 | -3.5 | -0.3 | 2.8 | 0.4 | -2.3 | 1.0
COC(=O)c1ccccc1NC(=O)CN1CCC(n2nnc3cc(F)ccc32)CC1 | -2.7 | -14.7 | -4.2 | -1.7 | -0.6 | 1.6 | 0.8 | 0.2 | ·
COCc1cccc(-c2csc(C(O)c3ccc(F)c(F)c3)n2)c1 (stereo not drawn) | · | · | -3.2 | -5.9 | i | 6.0 | · | 0.2 | 2.0
Cc1ccc(NC(=O)CSc2nc(=O)n(CCCN3CCOCC3)c3c2CCCC3)c(C)c1 | · | -3.4 | 3.2 | -2.6 | -0.8 | 14.5 | -0.4 | 2.2 | -0.2
COc1ccc(C2(C(=O)Nc3ccc(OC)cc3OC)CCCC2)cc1 | -1.7 | -7.2 | -2.4 | 7.2 | -0.3 | -0.3 | 3.5 | 0.0 | 1.0
O=C1CCCN1CCC1CCN(C2CC(=O)N(c3ccc(F)cc3)C2=O)CC1 (stereo not drawn) | 1.0 | 7.8 | -2.2 | 1.1 | i | 5.6 | ? | 0.5 | ·
CCCCNCCOCCOc1ccc(C)cc1[N+](=O)[O-] | 2.9 | -7.3 | ? | -7.4 | -0.6 | 0.7 | -0.9 | 22.0 | ·
NC(=O)C1CCCN(C(=O)CN2C(=O)NC(c3ccccc3)(c3ccccc3)C2=O)C1 (stereo not drawn) | · | 9.9 | 5.7 | 4.0 | i | 2.0 | 0.1 | -0.3 | 0.5

An excerpt. The share of hits here may be higher or lower than overall.
